proKLK7 act = proKLK7 zymogen activators, primary screen, biochemical, fluorescence intensity; purified proKLK7, EDANS-DABCYL substrate fluorescence; 100% is mature enzyme control, 0% vehicle; activation, % at 7 µM; 370,000 tested, 0.9% active; AID 652039, 2013;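 active means activation above the mean of all tested compounds plus 3 SD, computed per campaign excluding outliers beyond control limits, cut at about 13% in these data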
Target sequence (P49862 whole entry, looked up): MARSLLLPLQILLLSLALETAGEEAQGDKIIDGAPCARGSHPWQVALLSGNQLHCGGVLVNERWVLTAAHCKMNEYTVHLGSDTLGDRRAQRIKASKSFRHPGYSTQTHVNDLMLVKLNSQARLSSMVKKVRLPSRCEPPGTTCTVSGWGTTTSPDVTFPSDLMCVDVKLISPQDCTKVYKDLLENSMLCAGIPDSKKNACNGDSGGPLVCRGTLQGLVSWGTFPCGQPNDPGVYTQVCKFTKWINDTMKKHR
GC-B act = human GC-B receptor activators, primary screen, HEK293 GC-B cells, cGMP TR-FRET, EC30 CNP; 0% at EC30 CNP, 100% saturating CNP; activation, % at 10 µM; 370,000 tested, 0.11% active;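 active means activation at 10 µM reaching about 35% in either raw or pattern-adjusted values, limit read from the data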
ssDAF-12 act = S. stercoralis DAF-12 nuclear receptor activators, primary screen, cell-based, luminescence, HEK293, GRIP1 co-expression, lit1-tk-luc. HEK293 ssDAF-12/GRIP1 lit1-tk-luc reporter; % of 3 µM dafachronic acid response. Nuclear hormone receptor DAF-12 (Strongyloides stercoralis). AID 652126, 2013. 370,000 tested, 1% active. activation, % at 6.8 µM;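 active means activation above the mean over all tested compounds plus 3 SD, cut at about 0.9% in these data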;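 further: 0% = DMSO-only wells and 100% = 3 µM delta7-dafachronic acid wells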
hcDAF12 agonist = H. contortus DAF-12 nuclear receptor activators, primary screen, cell-based, luminescence, HEK293, lit1-tk-luc reporter | HEK293 hcDAF-12 lit1-tk-luc reporter; 0% DMSO, 100% Δ7-dafachronic acid | activation, % at 6.8 µM | 370,000 tested, 1.4% active | AID 652067, 2013;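 active means activation above the mean of all tested compounds plus 3 SD, cut at about 5.5% in these data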;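 further: 100% = response to 3 µM Δ7-dafachronic acid high control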
SMARCA2 activ = SMARCA2 (BRM) function activators, primary screen, cell-based, luminescence, high throughput; MG213 cells, MMTV-luciferase reporter, dexamethasone, overnight; activation, % at 9.1 µM; 370,000 tested, 1% active; AID 652017, 2013; in the data active means activation above about 7.8%;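 further: 0% = vehicle wells and 100% = reference activator wells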
NPR1 activator = GC-A stimulated cGMP production enhancers – HEK293 GC-A cells, cGMP TR-FRET, EC30 ANP, primary screen; 370,000 tested, 0.14% active; activation, % at 10 µM; Atrial natriuretic peptide receptor 1 (Homo sapiens), P16066; 0% at EC30 ANP, 100% saturating ANP; in the data active means activation above about 40%
DAX1 inh-1 = DAX1 (NR0B1) inhibitors on StAR promoter, primary screen, cell-based, luminescence, SF-1 (NR5A1), full-length DAX-1. 370,000 tested, 1.1% active. inhibition, % at 6.8 µM. HEK293T StAR-luciferase reporter, SF-1/DAX-1 repression relief. AID 652010, 2013;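 active means inhibition above the mean over all tested compounds plus 3 SD, cut at about 3.6% in these data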;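 further: 0% = DAX-1 cells with DMSO and 100% = cells lacking DAX-1 with DMSO; higher inhibition means more luminescence from relief of DAX-1 repression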
GAA850 FXN act = FXN promoter activators, primary screen, cell-based, luciferase luminescence, HEK293 lucGAA850 | 360,000 tested, 0.56% active | activation, % at 6 µM | HEK293 lucGAA850 FXN promoter luciferase reporter, 24 h; percent of 10 µM SAHA response;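 active means activation above the average of all compounds screened plus 3 SD, cutoff fixed separately per campaign, cut at about 7.5% in these data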;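 further: 0% = DMSO wells and 100% = 10 µM SAHA wells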
DAX1 inh-2 = DAX1 (NR0B1) inhibitors, primary screen, cell-based, HEK293, Gal4-DAX1, luciferase luminescence. HEK293 Gal4-DAX1 luciferase reporter. inhibition, % at 6.75 µM. Nuclear receptor subfamily 0 group B member 1 (Homo sapiens), P51843. AID 504766, 2011. 340,000 tested, 0.99% active;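 active means inhibition above the mean over all tested compounds plus 3 SD, cut at about 4.2% in these data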;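 further: 0% = DAX1-transfected cells with DMSO and 100% = empty-vector control cells with DMSO; inhibition shows as a rise in luminescence from relieved DAX1 repression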
Target sequence (P51843 207-470 limits assumed): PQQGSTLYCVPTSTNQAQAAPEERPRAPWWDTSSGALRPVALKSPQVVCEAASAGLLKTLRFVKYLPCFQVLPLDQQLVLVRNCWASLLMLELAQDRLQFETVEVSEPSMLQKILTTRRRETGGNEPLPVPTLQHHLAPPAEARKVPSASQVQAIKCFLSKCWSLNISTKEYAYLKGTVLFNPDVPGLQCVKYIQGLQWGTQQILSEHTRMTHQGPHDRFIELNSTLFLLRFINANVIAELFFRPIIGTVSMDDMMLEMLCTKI
hgDAF12 agonist = H. glycines DAF-12 receptor agonists, primary screen, cell-based, luminescence, HEK293, GAL4 fusion, UAS-luciferase | Nuclear hormone receptor DAF-12 (Heterodera glycines), GAL4 fusion | HEK293 GAL4-hgDAF12 UAS-luciferase reporter, agonist luminescence; normalized to butyrate control | activation, % at 6.8 µM | 370,000 tested, 1.8% active;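 active means activation above a cutoff set at the mean of all screened compounds plus 3 SD, cut at about 10% in these data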;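 further: 0% = DMSO wells and 100% = sodium butyrate wells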
HGIII-sPLA2 inh = human group III sPLA2 inhibitors, primary screen, biochemical, QFRET, BODIPY PC-A2 liposome substrate; Group 3 secretory phospholipase A2 (Homo sapiens), Q9NZ20; QFRET BODIPY PC-A2 liposome hydrolysis, fluorescence; inhibition, % at 12.2 µM; 370,000 tested, 0.56% active;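 active means inhibition above mean plus 3 SD of compounds lying within the high and low control bounds, cut at about 19% in these data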;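 further: 0% = median of test compound wells and 100% = no enzyme DMSO wells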
Target sequence (Q9NZ20 whole entry, looked up): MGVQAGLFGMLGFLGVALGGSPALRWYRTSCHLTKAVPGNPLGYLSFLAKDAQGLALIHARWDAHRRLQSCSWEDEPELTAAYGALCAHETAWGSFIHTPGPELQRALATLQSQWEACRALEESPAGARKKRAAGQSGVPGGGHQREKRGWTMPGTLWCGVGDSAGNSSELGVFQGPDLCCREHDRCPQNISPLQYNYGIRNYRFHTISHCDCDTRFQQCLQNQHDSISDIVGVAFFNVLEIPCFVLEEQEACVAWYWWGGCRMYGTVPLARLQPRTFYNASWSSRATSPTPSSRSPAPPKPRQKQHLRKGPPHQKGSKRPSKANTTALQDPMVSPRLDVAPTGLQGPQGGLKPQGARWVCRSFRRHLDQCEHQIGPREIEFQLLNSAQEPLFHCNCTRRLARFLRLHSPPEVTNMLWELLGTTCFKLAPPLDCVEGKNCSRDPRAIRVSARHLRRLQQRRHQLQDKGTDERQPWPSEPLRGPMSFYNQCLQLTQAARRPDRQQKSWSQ
* = called active by the depositor; . = no result given.

SMILES	proKLK7 act	GC-B act	ssDAF-12 act	hcDAF12 agonist	SMARCA2 activ	NPR1 activator	DAX1 inh-1	GAA850 FXN act	DAX1 inh-2	hgDAF12 agonist	HGIII-sPLA2 inh
O=C(COC(=O)COc1ccccc1[N+](=O)[O-])NCc1ccc2c(c1)OCO2	-0.6	-6	-0.1	3.0	-4	-2	0.8	1.2	0.1	-0.1	-8
Cc1ccc(-c2cc(C(=O)NN=Cc3ccc(-c4ccccc4)cc3)[nH]n2)cc1	-0.2	6	-1.7	-0.5	-4	-3	-0.7	.	.	4.2	3
C/C(=N\Nc1nc2ccccc2s1)c1ccc(Br)s1	-2.4	-8	-0.8	4.0	-3	-2	-1.7	0.8	0.5	0.6	-4
CCCC(C)NC(=O)c1cc(Cl)ccc1OC (stereo unspecified)	-0.1	-1	-0.5	3.9	-1	3	-0.5	3.2	0.1	-0.1	-5
N/C(=N\OS(=O)(=O)c1ccc(Br)cc1)c1ccncc1	-0.4	6	-1.2	-0.1	-2	10	-0.5	0.6	0.4	1.8	2
O=C(N/N=C/c1ccncc1)C1CC1(c1ccccc1)c1ccccc1 (stereo unspecified)	0.7	-10	-1.2	-1.6	-5	-9	0.6	0.2	2.3	-1.9	7
Cc1cccc(NC(=S)NCC(c2cccnc2)N(C)C)c1 (stereo unspecified)	-0.3	-5	-0.5	-1.6	-3	-3	-0.2	1.1	0.0	0.1	15
O=S(=O)(Nc1cccnc1Cl)c1ccc(F)cc1	-0.2	9	-1.0	-1.7	1	1	0.5	-0.6	3.3	-1.3	1
O=C(NCC1CCCO1)c1cc2ccccc2oc1=O (stereo unspecified)	-0.5	-3	-0.4	-0.4	1	7	0.5	3.0	-0.4	5.6	-4
O=S(=O)(c1ccccc1F)N1CCN(CC(O)c2ccccc2)CC1 (stereo unspecified)	0.6	4	-1.9	0.8	-5	4	-0.2	0.7	-0.2	4.1	1
O=C(OCC(=O)C12CC3CC(CC(C3)C1)C2)c1ccccn1	-0.3	1	-0.9	2.0	-2	2	-0.5	0.6	0.3	-2.0	-4
COc1cc2c(cc1OC)C(Cc1ccccc1[N+](=O)[O-])=NCC2	2.0	2	-1.6	2.1	0	-2	-0.7	-3.0	0.1	-0.3	-4
COC(=O)c1cc(NC(=O)c2cccnc2)ccc1N1CCOCC1	0.1	1	-0.4	-1.1	-5	-2	-0.6	0.6	-0.7	-0.6	12
O=C(CC(C(=O)O)C1CCCO1)NCc1ccccc1 (stereo unspecified)	0.0	1	-0.9	1.8	-5	5	0.2	-1.3	-0.6	0.9	3
C=CC[C@@H](CC(=O)N[C@@H](CO)Cc1ccccc1)C(=O)N[C@@H](COC(=O)[C@@H](CC=C)Cc1ccc(F)cc1)Cc1c[nH]c2ccccc12	1.0	-4	-1.7	-2.9	-5	-1	-2.0	-12	-1.7	-1.9	-71
CCCCC(=O)Nc1ccc(C(=O)NNC(=S)NC(=O)c2ccco2)cc1	-0.1	-1	-0.8	0.7	2	-1	-0.6	0.8	0.4	-0.1	20*
O=C(O)C1CN(c2nc(Cl)ccc2[N+](=O)[O-])C1	-0.5	4	-0.8	-1.8	-4	2	-0.4	3.5	.	-2.9	3
O=C(NCc1ccc(C(F)(F)F)cc1)c1ccc(-c2cccnc2)c2ccoc12	-0.5	-4	-0.7	0.6	4	-7	3.3	6.2	.	2.0	-1
COc1ccc(-n2nc(C(=O)NCC(=O)Nc3cc(OC)ccc3OC)c3ccccc3c2=O)cc1	0.0	7	-1.9	-2.3	-3	-3	-1.5	-3.0	-2.2	-1.9	4
Cc1ccc(N2CCN(C(=O)C(=O)c3cccc(Br)c3)CC2)cc1	0.1	3	-0.2	1.6	-2	4	0.9	.	.	3.4	13
Cc1cc(C)n(-c2cc(C)c(C)cc2Br)n1	0.9	7	-0.7	-0.6	-3	-1	0.2	1.3	0.4	-2.5	3
CCOC(=O)Cc1nnc(NC(=O)CSc2ccccc2)s1	-0.8	5	-1.1	-0.1	2	2	-0.1	1.2	0.0	-1.6	-39
O=C(NCCc1ccccn1)C1CCCN(S(=O)(=O)Cc2ccccc2)C1 (stereo unspecified)	0.0	4	-0.4	-0.4	2	-2	-0.1	0.0	1.8	-1.1	2
Cc1ccc(S(=O)(=O)N2CCCC2C(=O)N2CCN(c3ccccc3)CC2)cc1C (stereo unspecified)	0.2	1	-0.9	-0.3	6	2	-0.5	.	.	0.7	-4
CC1=CC2=C(C=O)C(=O)C(C)(O)C(O)C2=CO1 (stereo unspecified)	21*	2	-1.7	0.8	-5	2	0.9	1.1	-0.3	-1.6	0

Random excerpt: 4 records from the list.
SMILES	proKLK7 act	GC-B act	ssDAF-12 act	hcDAF12 agonist	SMARCA2 activ	NPR1 activator	DAX1 inh-1	GAA850 FXN act	DAX1 inh-2	hgDAF12 agonist	HGIII-sPLA2 inh
O=C(NCCc1ccccn1)C1CCCN(S(=O)(=O)Cc2ccccc2)C1 (stereo unspecified)	0.0	4	-0.4	-0.4	2	-2	-0.1	0.0	1.8	-1.1	2
O=C(NCC1CCCO1)c1cc2ccccc2oc1=O (stereo unspecified)	-0.5	-3	-0.4	-0.4	1	7	0.5	3.0	-0.4	5.6	-4
O=C(OCC(=O)C12CC3CC(CC(C3)C1)C2)c1ccccn1	-0.3	1	-0.9	2.0	-2	2	-0.5	0.6	0.3	-2.0	-4
COc1cc2c(cc1OC)C(Cc1ccccc1[N+](=O)[O-])=NCC2	2.0	2	-1.6	2.1	0	-2	-0.7	-3.0	0.1	-0.3	-4

Other records follow:
SMILES	proKLK7 act	GC-B act	ssDAF-12 act	hcDAF12 agonist	SMARCA2 activ	NPR1 activator	DAX1 inh-1	GAA850 FXN act	DAX1 inh-2	hgDAF12 agonist	HGIII-sPLA2 inh
COc1ccccc1CC1CC(=O)N(c2ccccc2)C1=O (stereo unspecified)	-0.1	4	-0.9	-2.3	-1	5	-0.4	-1.4	-0.3	1.6	-1
CC(c1ccc(F)cc1)n1c(Cn2ncc3ccccc3c2=O)n[nH]c1=S (stereo unspecified)	0.3	3	-2.0	-1.1	-4	1	-0.5	0.2	1.9	-1.9	9
Cc1ccc(C)c(-n2cc(CNCCCn3cccn3)c(-c3ccccc3)n2)c1	0.6	-14	-1.0	-0.7	-5	-4	-1.4	11*	0.2	-2.6	-14
C=CCn1c(NCc2ccco2)nc2ccccc21	-0.1	-1	-0.5	1.8	1	-1	0.5	-0.5	1.3	0.6	2
Cc1cccc(N2CCN(C(=S)c3ccc4c(c3)OCO4)CC2)c1	0.6	0	-1.2	-0.8	1	-5	-3.1	-5.1	-3.9	3.9	11
Cc1sc(NC(=O)c2ccccc2F)c(CN2CCCCC2)c1C	3.0	1	-0.7	6.2*	4	-1	0.7	3.0	-0.9	8.5	6
c1ccc(-c2nnc(CN3CCN(C(c4ccccc4)c4ccccc4)CC3)o2)cc1	-0.1	0	0.5	-2.1	-2	-4	-0.1	-0.5	2.1	5.3	-9
COc1ccc(OC)c(-c2csc(NC(=O)Cc3ccc(OC)c(OC)c3)n2)c1	0.8	0	-2.0	-3.5	-3	-2	-0.9	2.2	-0.3	-1.9	-23
CCOc1ccccc1NC(=O)CNC(=O)N1CC(=O)Nc2ccccc21	0.4	6	-0.4	7.0*	-2	5	3.5	-1.5	0.5	1.6	9
Cc1c(C)c2ccc(OC(C)C(=O)N3CC[C@@]4(O)CCCC[C@H]4C3)cc2oc1=O (stereo partly specified)	6.8	-6	-1.6	-1.7	-4	-3	-0.7	-0.2	0.7	-4.4	2
Cc1ccsc1C1Nc2ccccc2-c2nc3ccccc3n21 (stereo unspecified)	63*	18	-0.2	2.0	1	19	1.9	5.8	0.8	11*	16
Cc1ccsc1C(=O)OCC(=O)N1CCN(c2ccccc2)CC1	-0.5	-2	-0.6	1.1	5	1	-1.8	2.3	1.8	2.1	1
CCOc1ccc(C(c2nnnn2C(C)(C)C)N2CCN(C(=O)c3ccco3)CC2)cc1 (stereo unspecified)	0.1	2	-1.1	-0.7	-1	1	-0.2	2.2	-0.2	0.1	6
Cc1nn(C)c(C)c1/C=C/C(=O)c1cccs1	4.3	-3	-0.3	0.3	2	4	0.9	1.5	0.5	5.4	3
O=C(CSc1nnc(CNC(=O)c2cccs2)o1)Nc1ccc(Br)cc1	0.8	-5	-1.0	-0.5	0	-1	-0.3	-0.3	-0.1	1.3	-3
CCc1nccn1CCC(=O)N1CCCC(N2CCN(c3ccccc3C)CC2)C1 (stereo unspecified)	-0.2	4	-0.8	1.3	3	3	-1.0	-0.3	0.1	0.6	1
Cc1ccc(C(=O)N2CCN(C)CC2)cc1[N+](=O)[O-]	-0.3	0	-1.6	-1.7	-2	4	-0.1	-0.6	4.6*	-2.7	2
O=C(NCCc1c[nH]c2ccccc12)OCCCCOC(=O)NCCc1c[nH]c2ccccc12	0.8	-11	-2.1	-2.6	-1	-6	-1.1	-1.5	-2.0	-3.7	-78
c1ccc2c(c1)[nH]c1nc(SCCN3CCOCC3)nnc12	-1.0	4	-0.3	2.5	-7	8	0.0	2.8	-1.2	-0.9	0
N/C(=N\OC(=O)Nc1cccc(C(F)(F)F)c1)c1ccno1	0.1	1	-1.3	-0.8	-4	1	0.0	0.5	.	2.1	-8
CN(C)C(CNC(=O)CN1C(=O)NC2(CCCC2)C1=O)c1ccccc1 (stereo unspecified)	0.4	-3	-0.9	0.8	-2	4	0.0	1.4	-0.9	-2.3	14
CC1CCC(NC(=O)c2cc3ccccc3cc2O)CC1 (stereo unspecified)	-16	-1	-0.2	1.5	3	1	8.0*	4.1	1.5	10	-56
O=C(O)/C=C\c1cccc(-n2cnnn2)c1	-0.2	7	-2.0	0.1	-2	1	1.0	1.1	2.7	0.4	2
COc1ccc(OC)c(NC(=O)CNC(=O)c2cccs2)c1	0.0	1	-0.8	-0.9	-5	1	-0.7	-1.7	0.9	1.7	4
O=C(N/N=C\c1cccs1)c1ccccc1-n1cccc1	0.2	-1	0.0	4.5	1	7	-0.8	0.2	0.0	0.9	-8
O=C1C2ON(c3ccccc3)C(c3ccccc3F)C2C(=O)N1c1ccccc1 (stereo unspecified)	-0.5	1	-1.2	-0.9	0	0	-0.1	-0.7	0.8	-0.7	4
COC(=O)c1cc(OC)c(OC)cc1NC(=S)Nc1cccc(Cl)c1	0.0	-9	-1.0	-1.0	-1	-2	-0.1	-1.2	-0.1	2.1	3
CC(=O)Nc1ccc(-c2nc3c(C)cccc3[nH]2)cc1	0.3	5	0.3	4.0	13*	1	2.2	5.4	0.6	9.5	6
O=c1cc(N2CCN(c3ccccc3)CC2)[nH]c(=O)n1Cc1ccc(F)cc1	0.3	-6	-1.5	-0.7	-1	-2	0.3	-0.4	0.9	3.8	11
